Assay outcomes: PubChem, Broad Institute
GSIS activator = primary screen for activators of insulin secretion dependent on glucose, INS-1E cells, GLuc reporter luminescence; INS-1E GLuc reporter insulin secretion, 2-3 h; activation, % at 16.6 µM; 0.61% of 370,000 active; AID 743287;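 active = lowest replicate activation of at least 40%, so every replicate reaches that level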;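 also: 0% = median of neutral control wells and 100% = median of IBMX positive control wells; some compounds called inactive have numbers as strong as hits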
PAX8 reporter = inhibitors of PAX8 transcriptional activity in RMG-I cells; RMG-I TPO-luciferase reporter, SteadyGlo, 24 h; inhibition, % at 12.6 µM; 1.2% of 360,000 active;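 active = mean replicate inhibition at least 60% with every replicate also reaching 60%; inconclusive = only one of the two criteria is met; inactive = mean below 60% and not all replicates reaching 60%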;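 also: luciferase light reporting Pax8 driven TPO promoter activity; plate controls were median of neutral control wells for no effect and mitoxantrone controls for full effect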
ARNT TACC3 PPI = ARNT/TACC3 interaction disruption | AID 623870 | 0.66% of 390,000 active | Q9Y6A5 | inhibition, % at 9.99 µM | AlphaScreen His-ARNT PAS-B/GST-TACC3 binding, luminescence; TACC3 fragment carries E629A point mutation;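 active = mean inhibition of replicates at least 50% and at least half of replicates each reaching 50%; inconclusive = half or more replicates reach 50% but mean below 50%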;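 also: 0% = complete ARNT plus TACC3 wells and 100% = ARNT alone without TACC3; many hits fall short of the cut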
ERp5 inh = inhibitors of human ERp5; Q15084; ERp5 insulin aggregation, absorbance 650 nm, 90 min; inhibition, % at 9.99 µM; 0.05% of 350,000 active;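 active = mean replicate inhibition above about 25%, with every replicate also reaching it, limit read from the data, passing the limit was not always enough; inconclusive = only one of those two criteria met; inactive = neither criterion met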
Target sequence (Q15084 whole entry, looked up): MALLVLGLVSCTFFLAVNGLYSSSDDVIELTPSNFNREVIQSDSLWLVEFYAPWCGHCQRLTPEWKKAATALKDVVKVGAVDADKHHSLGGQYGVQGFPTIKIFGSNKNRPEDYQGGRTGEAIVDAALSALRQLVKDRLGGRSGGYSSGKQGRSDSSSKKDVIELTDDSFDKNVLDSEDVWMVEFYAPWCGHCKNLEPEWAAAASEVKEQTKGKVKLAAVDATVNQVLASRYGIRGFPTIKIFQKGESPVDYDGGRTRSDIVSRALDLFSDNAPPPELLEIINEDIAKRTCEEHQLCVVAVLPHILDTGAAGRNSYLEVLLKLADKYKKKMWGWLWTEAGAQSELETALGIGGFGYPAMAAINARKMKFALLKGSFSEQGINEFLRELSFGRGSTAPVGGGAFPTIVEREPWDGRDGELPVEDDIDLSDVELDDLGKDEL
DENV2 CPE rescue = DENV2-induced cell death inhibition. DENV2-infected cells, cytopathic effect rescue, plate reader. CPE inhibition, % at 9.99 µM. 1.7% of 350,000 active. AID 651640; in the data active = CPE inhibition above about 20%, passing the limit was not always enough; inconclusive = no clear call, values can overlap the other calls; tested in BHK-21 cells;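 also: 0% = median of neutral control wells and 100% = median of positive control wells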
Xi reactivation = reactivates the inactive X chromosome in mouse fibroblasts | AID 743238 | activation, % at 7.58 µM | XiGFP mouse fibroblasts, % GFP-positive cells imaging, 3 d; cells co-treated with 5-aza-dC sensitizer; scaled so ellipticine positive control = 100% | 0.055% of 360,000 active;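 active = mean normalized replicate activation at least 10% and every replicate at or above 10%; inconclusive = only one of the two criteria met; inactive = mean below 10% and not all replicates reach 10%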;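 also: 0% = median of on-plate neutral control wells and 100% = ellipticine 6 µM median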
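Schedule: 3 d treatment, 15 min room-temperature fixation; system: 68-5-11 XiGFP fibroblast line; buffer or medium: DMEM plus 5-aza-dC sensitizer; control set: ellipticine 6 µM positive control; compound: one concentration, pinned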
EWS-Fli inh = blocks EWS/Fli oncoprotein-driven transcription | A673 NR0B1-luciferase reporter, viability-normalised | inhibition, % at 12.6 µM | 0.67% of 350,000 active | AID 651661;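 active = mean inhibition of at least 50% after viability correction, with every replicate also passing that limit; inconclusive = mean reaches 50% but only one of two replicates passes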;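 also: firefly luciferase signal divided by Alamar Blue viability fluorescence both relative to DMSO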
CFTR F508del cor = CFTR F508del correction in bronchial cells; activity (quench increase), % at 7.58 µM; CFBE cells, YFP halide quenching; stimulated with forskolin plus potentiator P3; % fluorescence drop versus neutral controls; 0.36% of 350,000 active;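 active = mean added fluorescence quench of at least 8% versus neutral control, with both replicates also reaching 8%; inconclusive = only one of the mean or replicate conditions met; inactive = mean below 8% and not both replicates reaching 8%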;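 also: cells transiently co-express mutant CFTR-F508del with the halide-sensitive YFP; corrector assay measuring rescue of mutant channel to the surface after 24 h compound exposure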
* = called active by the depositor; ? = inconclusive; nt = not tested or not shown.

SMILES	GSIS activator	PAX8 reporter	ARNT TACC3 PPI	ERp5 inh	DENV2 CPE rescue	Xi reactivation	EWS-Fli inh	CFTR F508del cor
Cc1ccc(C(C)C)c(OCC(=O)NC(=S)Nc2ccccc2N2CCOCC2)c1	-12	-11	-5	-3	1	-0.1	10	6.6
CC1CCN(C(=O)CSc2nc3c(c(=O)n2C)SC(C)C3)CC1 (stereo not drawn)	7	-5	-3	-1	?	0.0	nt	-0.1
C[C@H]1CN([C@@H](C)CO)C(=O)Cc2cc(NS(=O)(=O)c3cccs3)ccc2O[C@H]1CN(C)C(=O)Nc1cccc2ccccc12	3	21	5	nt	0	0.0	4	-0.1
C#CCOCCOCCOCCNc1nc(N2CCN(C(=O)[C@H](CCCCN)n3cc(CN)nn3)CC2)nc(N2CCN(C(=O)[C@H](CCC(=O)O)n3cc(CN)nn3)CC2)n1	8	-14	3	1	-6	-0.1	-1	-1.8
CN(c1ccccc1)c1nc(N)c([N+](=O)[O-])c(Nc2ccccc2F)n1	29	-4	7	2	-3	0.0	-18	2.0
O[C@H]1C[C@H](c2ccc(Cl)cc2)N(Cc2cccs2)C[C@@H]1n1cc(-c2ccc(F)cc2)nn1	-1	3	nt	-1	5	0.5	15	-1.8
O/N=C1\CC/C(=N\O)c2nn(-c3ccc(Cl)cc3Cl)nc21	15	nt	1	-2	-2	nt	-18	-3.2
CCNC(=O)C[C@H]1CC[C@H]2[C@@H](COc3ccc(NC(=O)Nc4ccc(F)cc4)cc3C(=O)N2C)O1	nt	22	-4	1	0	0.3	-6	-0.5
O=C(C[C@@H]1CC[C@H](NC(=O)c2ccc3c(c2)OCO3)[C@@H](CO)O1)NC1Cc2ccccc2C1	-14	2	-9	-1	-10	-0.1	0	-0.7
O=C(CN1C(=O)CC(c2ccco2)Sc2ccccc21)NC1CCCCC1 (stereo not drawn)	nt	20	-6	5	-1	0.0	-5	-1.8
CS(=O)(=O)N(CC(=O)Nc1ccccc1-c1ccccc1)c1ccccc1	-13	-3	2	0	0	0.0	4	-2.0
COc1cc(OC)nc(Oc2ccccc2C(=O)Oc2ccccc2Cl)n1	-3	nt	3	3	11	nt	-1	0.6
CO[C@H]1CN(C)C(=O)c2cc(NC(=O)Nc3cc(F)ccc3F)ccc2OC[C@H](C)NC[C@@H]1C	2	22	nt	3	9	-0.1	9	4.5
CCC(C)(C)n1nnnc1C(C(C)C)N1CCSCC1 (stereo not drawn)	-3	nt	1	-4	-2	nt	-5	-0.7
CCCCn1cnc2c(c(-c3ccccc3)c(-c3ccccc3)n2Cc2ccco2)c1=N	nt	100*	nt	-4	-16	0.0	46	-3.9
COc1ccc(NC(=O)Nc2ccc3c(c2)C(=O)N([C@@H](C)CO)C[C@H](C)[C@@H](CN(C)C(=O)Nc2ccc(F)cc2)OCCCC[C@H](C)O3)cc1	-37	13	10	4	-2	0.0	5	-0.6
CCCc1c(C(=O)N/N=C/c2ccc(C)o2)nnn1-c1nonc1N	2	-22	nt	-2	-3	0.1	0	-4.2
Cc1cccc(N2C(=O)/C(=C/c3ccccn3)SC2=S)c1	7	30	nt	0	2	0.0	-11	-0.9
O=C(NCC[C@H]1CC[C@H](NC(=O)C2CCCC2)[C@H](CO)O1)c1cc(Cl)cc(Cl)c1	-5	11	-3	-5	3	-0.4	23	1.3
CC(C)(C)NC(=O)C(c1ccc(O)cc1)N(Cc1ccc2c(c1)OCO2)C(=O)CCl (stereo not drawn)	-5	13	nt	9	1	-0.2	-7	-4.5
COc1ccc(C(C)=O)cc1COC(=O)c1ccc(N)c([N+](=O)[O-])c1	22	-8	-3	-2	-5	0.0	-10	1.2
Cc1ccc(S(=O)(=O)N(C)C[C@@H]2OCCCC[C@H](C)Oc3ccc(NS(=O)(=O)c4ccc(Cl)cc4)cc3C(=O)N([C@H](C)CO)C[C@@H]2C)cc1	-35	74*	-8	0	2	0.0	19	0.0
O=C(C[C@@H]1C[C@H]2c3cc(NC(=O)CC4CC4)ccc3O[C@H]2[C@H](CO)O1)NCc1ccc(Cl)cc1	-7	-25	nt	0	1	0.7	6	-1.9
Cc1ccc(NC(=O)CN(C)C(=O)COc2cccc3ccc(C)nc23)cc1	-12	4	nt	1	-2	0.0	-6	-4.1
CC(C)CN1CCC(=O)N([C@H](CSc2ccc(Br)cc2)c2ccccc2)CC1	nt	-38	-3	-5	-6	0.1	-25	-0.8

(listing goes on)
SMILES	GSIS activator	PAX8 reporter	ARNT TACC3 PPI	ERp5 inh	DENV2 CPE rescue	Xi reactivation	EWS-Fli inh	CFTR F508del cor
O=S(=O)(NCCS(=O)(=O)N1CCN(c2ccc(F)cc2)CC1)c1ccc(F)cc1	nt	-1	nt	-12	-7	0.0	-2	1.5
Clc1ccc(-c2ccn[nH]2)cc1	-4	-21	-4	-7	0	0.0	-27	1.5
C[C@@H]1CCCCO[C@@H](CN(C)C)[C@H](C)CN([C@@H](C)CO)C(=O)c2cc(NC(=O)NC3CCCCC3)ccc2O1	-4	-1	nt	nt	nt	0.2	6	1.7
O=C(N/N=C/c1cccnc1)c1cc(O)c(O)c(O)c1	18	-16	17	4	-1	0.0	7	-1.4
O=C(NC[C@@H]1[C@@H](c2ccccc2)[C@@H](CO)N1C(=O)Cc1ccncc1)C1CCC1	12	13	0	-4	12	0.0	4	-0.9
COc1ccc(N=C2NC(=O)C(CO)(CO)S2)cc1	3	8	-6	-1	1	0.0	5	0.4
COc1ccc(OS(=O)(=O)c2ccc(N3C(=O)CCC3=O)cc2)cc1	-5	-5	-5	1	-4	0.2	7	-0.7
Cc1nc(-c2ccc(Cl)cc2)sc1C1(C)CC(c2ccc(F)cc2)=NO1 (stereo not drawn)	3	-7	-1	-1	5	0.0	-41	-2.4
O=C(O)CC(CC(=O)NCC(O)c1ccccc1)c1ccccc1 (stereo not drawn)	13	0	-3	0	5	0.0	-11	-1.4
C[C@@H]1CN([C@@H](C)CO)C(=O)c2cc(NC(=O)CCN3CCOCC3)ccc2O[C@@H]1CN(C)Cc1ccc(C(=O)O)cc1	5	nt	-28	1	nt	-0.5	3	-3.4
O=C(N=C1SC2CS(=O)(=O)CC2N1c1ccccc1)C1CCCCC1 (stereo not drawn)	1	11	-4	-1	11	0.3	-5	-1.3
CC(C)NC(=O)N(C)C[C@@H]1Oc2c(cccc2N(C)C)C(=O)N([C@H](C)CO)C[C@H]1C	-8	-17	-11	-1	27*	0.1	1	-1.0
COc1cccc(CNC(=O)COC(=O)c2cccc(S(=O)(=O)N3CCCC3)c2)c1	-15	-11	-3	-5	12	0.3	-10	0.1
O=C(NC1CCSc2ccccc21)c1cc([N+](=O)[O-])ccc1N1CCOCC1 (stereo not drawn)	15	nt	nt	-1	4	0.4	1	-0.5
CCCCNc1cccc2c1S(=O)(=O)N(CCCC)CC(COCc1ccccc1)O2 (stereo not drawn)	-21	5	0	-3	15	-0.1	6	-0.7
CCOc1ccc(/C=N/NC(=O)C(C)Sc2ccccn2)cc1OCC (stereo not drawn)	55	-15	nt	-1	6	0.0	12	nt
COc1ccc(/C=N/NC(=O)c2cc3c(ccc4ccccc43)o2)cc1OC	16	-5	-7	4	2	0.2	nt	2.8
CCOC(=O)COc1nc(-c2ccc(C)cc2)cc(-c2ccco2)c1C#N	-12	4	-2	2	1	0.0	2	-7.6
N#CC[C@H](Cc1ccccc1)N1CC[C@@H](O)CCC1=O	-4	8	0	2	-5	0.0	15	-0.5
CC(C)c1nc2oc3c(N(C)CCO)ncnc3c2c2c1CCC2	2	4	7	6	-2	0.1	12	0.8
C[C@@H]1CN([C@@H](C)CO)S(=O)(=O)c2ccc(C3=CCCCC3)cc2O[C@@H]1CN(C)C(=O)c1ccc(F)cc1	6	27	0	1	-6	-0.6	14	0.6
COC(=O)c1cc(C(=O)NC(C)(C)CC(C)(C)C)cc([N+](=O)[O-])c1	-34	16	8	6	0	0.3	-1	0.3
COCCNC(=O)CCc1c(C)nc2c(-c3ccc(F)cc3)c(C)nn2c1C	-4	9	0	6	14	0.0	12	2.2
C[C@@H]1CN([C@@H](C)CO)C(=O)c2cccc(NS(=O)(=O)c3ccc(F)cc3)c2O[C@H]1CN(C)Cc1ccc(-c2ccccc2)cc1	-2	78*	5	18	-4	0.1	38	-1.5
Cc1nc2cc(NC(=O)Nc3cccc(F)c3)ccc2n1C	17	3	-30	1	7	0.1	37	-3.7

Continued.
SMILES	GSIS activator	PAX8 reporter	ARNT TACC3 PPI	ERp5 inh	DENV2 CPE rescue	Xi reactivation	EWS-Fli inh	CFTR F508del cor
COc1ccccc1Nc1ccc(NS(=O)(=O)c2ccc(C(C)=O)cc2)cc1	15	23	nt	-2	9	0.2	6	-5.5
CCOc1ccc(NC(=O)CN(C)C(=O)CCCNC(=O)c2ccc(Cl)cc2)cc1OCC	nt	-17	nt	-2	?	-0.1	7	-0.6
O=C(O)C(=Cc1ccncc1)c1cccc2ccccc12	nt	17	nt	4	2	0.3	6	-1.1
Cc1ccc[n+](CC(=O)Nc2c(Cl)cc(Cl)cc2Cl)c1	18	-7	1	2	-3	-0.1	6	0.2
O=C(c1ccc(Cl)c(S(=O)(=O)N2CCOCC2)c1)N1CCN(c2ccccn2)CC1	6	6	0	-1	-1	-0.1	-4	-0.2
Cc1ccc2nc(-c3ccccc3)cc(C(=O)N3CC(C)OC(C)C3)c2c1 (stereo not drawn)	11	0	2	4	1	0.0	2	-1.7
Cc1ccc(C(=O)c2ccccc2C(=O)OCC(=O)NC(=O)NC(C)(C)C)cc1	-2	5	-6	-1	-8	-0.1	3	-1.5
O=C1OCCC1Sc1nnc(-c2cccs2)n1Cc1ccccc1 (stereo not drawn)	-7	nt	5	1	2	nt	1	-0.2
CCCn1c(N)c(N(CCOC)C(=O)c2cc3c(s2)CCC(CC)C3)c(=O)[nH]c1=O (stereo not drawn)	-14	11	2	5	3	0.0	-8	3.6
Cc1ccc(C(=O)N/C(=C/c2ccccc2F)C(=O)NCCCn2ccnc2)cc1	-3	-2	12	-12	9	0.0	4	-2.4
COc1ccccc1CNC(=O)C[C@@H]1CC[C@@H]2[C@H](COC[C@@H](O)CN2Cc2cccc(-c3ccncc3)c2)O1	-5	20	-2	nt	-3	0.2	28	2.9
Cc1ccnc(NC(=O)c2cc(F)c(F)cc2Cl)n1	13	-20	3	4	-2	0.5	-2	-1.4
CCOc1cc(Br)cc(/C=C2\SC(=Nc3ccccc3)NC2=O)c1O	26	-1	-3	-1	8	0.2	1	?
Cc1nn(C)c(Cl)c1CN1CCCC(CO)(Cc2ccccc2)C1 (stereo not drawn)	-12	13	12	2	1	-0.6	11	-0.7
Cc1nnc(SCC(=O)NC2CCCCC2C)s1 (stereo not drawn)	31	-1	3	-1	-6	0.1	-4	nt
O=C(CCCC(=O)Nc1ccc(Br)cc1)N/N=C/c1ccccc1	5	5	-1	3	-1	0.9	nt	1.1
CCc1nc2ccc(C(=O)NCCc3ccccn3)cn2c1N(C)Cc1nccs1	10	8	nt	-3	6	0.3	-2	0.2
CCOC(=O)C1CCN(C(=S)NC2CCCC2)CC1	13	1	nt	9	1	0.0	3	nt
CC1=CC2(C)NC(=O)C(C)C12 (stereo not drawn)	-2	0	nt	7	-8	0.0	-4	0.7
CCCCNc1c(-c2ccc(-c3ccc(C(C)=O)cc3)c(OC)c2)nc2cc(C)ccn12	10	2	0	1	61*	-0.3	-4	0.4
CC(=O)N1CC2(C1)[C@@H](c1ccccc1)[C@@H](CO)N2Cc1cc(F)ccc1F	4	-13	nt	5	13	0.1	4	-2.1
